KB-3-1 tox: KB-3-1 parental cell cytotoxicity; Potency, µM (series often up to 46.1 µM), inactives show at the highest dose activity change, negative = cytotoxic, actives largely listed as cytotoxic; 400,000 compounds, 1.4% hits; KB-3-1 viability, CellTiter-Glo ATP luminescence, 72 h; AID 1347075; note: potency is the fitted concentration of half-maximal effect; % is set by controls: 0 for no effect and ±100 for the full control effect; nearly all actives have a fitted effect of over 60% in size
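Cytotoxicity in the drug-sensitive parental line KB-3-1 was scored as loss of CellTiter-Glo luminescence following 72 h incubation with compound. Values come from curve fitting of normalized concentration-response data.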
GLP1R ag: activates the human GLP-1 receptor; P43220; HEK293 GLP-1R CRE-luciferase, luminescence, 4-6 h; cells express a hypersensitive GLP-1R form; Potency, µM (highest dose often 45.6 µM), for the others: at the top dose activation, usual class: activators; 380,000 compounds, 0.007% hits; AID 624172; note: potency is the fitted concentration of half-maximal effect; % of control where 0% means no effect
Target sequence (P43220 whole entry, looked up): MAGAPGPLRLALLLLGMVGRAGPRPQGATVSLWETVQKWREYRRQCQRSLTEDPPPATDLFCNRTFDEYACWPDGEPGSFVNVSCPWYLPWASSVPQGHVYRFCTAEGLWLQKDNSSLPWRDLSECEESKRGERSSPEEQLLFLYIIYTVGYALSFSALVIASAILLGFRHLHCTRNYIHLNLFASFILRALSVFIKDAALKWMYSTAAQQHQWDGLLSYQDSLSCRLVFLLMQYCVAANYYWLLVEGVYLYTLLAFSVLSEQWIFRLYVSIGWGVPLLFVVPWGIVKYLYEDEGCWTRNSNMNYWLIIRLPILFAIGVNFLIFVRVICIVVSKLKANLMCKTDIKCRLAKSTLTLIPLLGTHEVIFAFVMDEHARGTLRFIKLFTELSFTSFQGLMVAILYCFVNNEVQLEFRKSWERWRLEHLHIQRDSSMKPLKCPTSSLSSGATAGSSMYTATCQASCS
SW480 rerep: inducers of DNA re-replication in SW480 colon cancer cells; SW480 DNA re-replication, Hoechst DNA content imaging, 48 h; 340,000 compounds, 1.8% hits; Potency, µM (titrated, usually from 46.1 µM), inactives show top-dose re-replication activation, actives largely listed as activators; note: potency is the fitted concentration of half-maximal effect; % of control where 0% means no effect; nearly all actives have a fitted effect of over 55% in size
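Image-based read-out: total Hoechst fluorescence of nuclei (405 nm excitation, 500-530 nm emission), with hits raising the fraction of high-intensity nuclei. SW480 colon cells incubated 48 hr with compounds at 37 C.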
KB-V1 MDR tox: KB-V1 MDR subline cytotoxicity | KB-V1 MDR cells viability, CellTiter-Glo, 72 h | Potency, µM (titrated, usually from 46.1 µM), inactives show at the highest dose activity change, negative = cytotoxicity, hits mostly cytotoxic | 400,000 compounds, 3.4% hits; note: potency is the fitted concentration of half-maximal effect; % is set by controls: 0 for no effect and ±100 for the full control effect; nearly all actives have a fitted effect of over 60% in size
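KB-V1 MDR subline cells in DMEM (phenol-red free, 10% FBS) exposed to compounds in qHTS concentration series for 72 h at 37 degrees C. Viability read by CellTiter-Glo luminescence; concentration-effect curves fitted after normalization and correction.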
D3 antag: D3 dopamine receptor (human) antagonism | max response, negative = inhibition, % | 360,000 compounds, 2.5% hits | D3R cells, DiscoveRx beta-arrestin luminescence, antagonist mode; stronger effect = lower value; in the data active = max response below about -50%; inconclusive = no clear call, values can overlap the other calls; note: % is set by controls: 0 for no effect and ±100 for the full control effect; mostly tested at two doses, the higher about 12 µM
Target sequence (P35462 whole entry, looked up): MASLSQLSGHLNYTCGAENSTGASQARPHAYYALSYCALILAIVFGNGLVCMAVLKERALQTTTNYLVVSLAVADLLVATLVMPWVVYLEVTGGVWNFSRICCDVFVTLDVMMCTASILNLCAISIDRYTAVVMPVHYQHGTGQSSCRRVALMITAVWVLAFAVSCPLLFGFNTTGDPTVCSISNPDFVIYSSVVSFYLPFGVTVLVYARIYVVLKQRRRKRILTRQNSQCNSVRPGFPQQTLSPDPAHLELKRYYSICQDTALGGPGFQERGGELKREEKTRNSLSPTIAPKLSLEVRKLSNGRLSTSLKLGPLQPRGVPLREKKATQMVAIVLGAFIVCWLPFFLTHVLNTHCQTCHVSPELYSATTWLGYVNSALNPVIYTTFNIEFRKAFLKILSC
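Cells expressing the human receptor were seeded at 1500 cells/well, incubated overnight at 37 degrees C in 5% CO2, then exposed to library compounds with dopamine controls for 90 minutes at 37 degrees C before luminescent detection.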
HT1080NT lethal: kills 2HG-producing HT-1080-NT fibrosarcoma cells; HT-1080-NT fibrosarcoma viability, CellTiter-Glo ATP luminescence, 48 h; Potency, µM (series often up to 46.1 µM), for inactives: at the top dose activity, negative = less viability, usual class: cytotoxic; 360,000 compounds, 1.6% hits; AID 686970;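 note: NT is the 2HG producing partner of a matched IDH1 knockdown line; potency is the fitted concentration of half-maximal effect; 0% = DMSO-treated cells and -100% = media-only wells without cells; nearly all actives have a fitted effect of over 55% in size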
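Read-out is CellTiter-Glo luminescence after 10 minutes at room temperature, following 48 hours' compound treatment of HT-1080-NT cells (750 cells/well, RPMI, 5% FBS, 37 degrees C).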
HT1080 IDH1KD tx: kills HT-1080 cells with IDH1 knockdown | HT-1080 IDH1 knockdown viability, ATP luminescence, 48 h | Potency, µM (series often up to 46.1 µM), inactives show at the top dose activity, negative = toxicity, actives largely listed as cytotoxic | 360,000 compounds, 2% hits | AID 686971;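 note: potency is the fitted concentration of half-maximal effect; 0% = DMSO wells and -100% = cell-free medium wells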
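Knockdown cells (IDH1KD HT-1080) received compounds 2 h after plating at 750 cells/well and were kept 48 h at 37 °C in 5% FBS RPMI. A CellTiter-Glo luminescence read gave % activity for curve fitting.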
IL-1B inflam inh: blocks inflammasome-driven IL-1 beta release | activity change, % at 57.5 µM | AID 743279 | 360,000 compounds, 4.7% hits | THP-1 LPS/ATP IL-1B secretion, AlphaLISA, 16 h; stronger effect = lower value; in the data active = activity change below about -50%; inconclusive = mostly about -30% to -49%; note: % is set by controls: 0 for no effect and ±100 for the full control effect
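Secreted IL-1B measured by AlphaLISA bead assay after 16 h compound exposure of THP-1 cells; compounds (final up to 57.5 uM) added 1 h before LPS (250 ng/mL) and ATP (1.25 mM) stimulation; lower signal means less secretion.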
DRD3 agonist: activates the human D3 dopamine receptor. P35462. D3R DiscoveRx beta-arrestin cells, luminescence, 90 min. max activation, %. 410,000 compounds, 0.58% hits; in the data active = max activation above about 30%; note: 0% is about no effect; mostly tested at two doses, the higher about 12 µM
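Cells at 1500/well, incubated overnight, then treated with pinned compounds (dopamine as control) for 90 min at 37 degrees C. DiscoveRx reagent added for 30 - 60 minutes at room temperature; luminescence read.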
Starred values were filed as active, the others as inactive; ? = inconclusive; . = not tested or not shown; [ ] = remark or other dose. Unless noted, calls come from the whole dose curve; as a rule, active = well fitted curve in the direction sought with a large enough effect; inconclusive = small, poorly fitted or top-dose-only effect, or another doubt; inactive = no such curve, though single readings can be large; an effect the other way counts as inactive or inconclusive.

SMILES | KB-3-1 tox | GLP1R ag | SW480 rerep | KB-V1 MDR tox | D3 antag | HT1080NT lethal | HT1080 IDH1KD tx | IL-1B inflam inh | DRD3 agonist
O=C(N/N=C/c1cc(Br)cc([N+](=O)[O-])c1O)c1ccc(NC(=O)c2ccc(F)cc2)cc1 | -3.8% | -0.8% | ? | -4.4% | ? | -1.2% | -25.4% | 69.1 | -15.5
CCn1c(CNC(=O)c2cc(OC)c(OC)c(OC)c2)cc2ccccc21 | 0.0% | -0.6% | 4.7% | -12.6% | 2.9 | -19.5% | ? | 9.1 | 0.0
O=C(O)CCCC1(C(=O)O)CCCC1 | ? | -0.7% | 1.8% | 3.8% | 0.4 | 2.8% | -0.7% | 22.2 | -4.6
CSc1ccc(-c2nc(CSCC(=O)NCCCN3CCCC3=O)c(C)o2)cc1 | -17.2% | -0.5% | ? | -4.2% | 0.0 | -5.2% | -5.7% | 23.6 | 6.3
COc1ccc(CNS(=O)(=O)c2ccc(-c3ccc(=O)[nH]n3)s2)cc1OC | 10.8% | 20.2% | -1.0% | 7.1% | 1.2 | -0.3% | -1.6% | 24.5 | 3.6
CCN(CCCNC(=O)c1nn(C)c2c1CS(=O)(=O)c1ccccc1-2)Cc1ccccc1 | 0.5% | -5.1% | -4.5% | -20.1% | -55.9* | -2.4% | -5.6% | -5.4 | -21.9
C=CCOc1cccc(C2C(C(=O)c3ccco3)=C(O)C(=O)N2CCN(CC)CC)c1 (centres undefined) | 4.7% | -8.9% | -3.2% | 5.2% | -27.8 | 16.2% | 9.8% | 15.6 | -4.3
O=C(C1CCOCC1)N1CCC(CO)(CCc2ccccc2)CC1 | 10.6% | 2.7% | -5.1% | 0.2% | 0.9 | 16.3% | 20.3% | -5.7 | 0.0
CC(C)[C@H](NC(=O)c1cccc(S(=O)(=O)N2CCOCC2)c1)C(=O)Nc1nc2ccccc2s1 | ? | 0.1% | 0.4% | ? | 0.7 | 2.4% | -2.3% | -53.6* | -4.0
CC(=O)NC(C)(CC(=O)c1ccccc1)c1ccccc1 (centres undefined) | 0.1% | -0.2% | -3.7% | 10.5% | -4.1 | 1.4% | 15.3% | -1.3 | -17.9
COc1cc(C(=O)NC(=S)Nc2cccc3nc(C)ccc23)cc(OC)c1OC | 20.8% | 1.2% | 8.2% | ? | 5.2 | ? | ? | 14.6 | 6.5
Cc1ccc(NC(=O)Cn2cnc(C(=O)Nc3ccc(C)c(C)c3)n2)cc1C | 0.0% | -2.0% | 4.2% | 0.0% | 12.4 | 12.4% | 8.1% | 47.6 | -0.1
CC(NC(=O)CSc1nnnn1C1CC1)c1ccccc1Br (centres undefined) | -2.7% | 1.0% | -6.1% | -21.4% | -1.1 | -0.1% | -7.7% | 5.0 | -3.8
COc1cccc(-c2csc(N3CCN(CC(=O)NNC(=O)c4ccc(Cl)cc4)CC3)n2)c1 | -15.4% | -2.4% | 6.0% | ? | 6.2 | ? | 11.2µM* | 0.0 | -0.4
CCOC(=O)C1CCN(c2c(NC3CCCCCCC3)c(=O)c2=O)CC1 | 6.7% | -4.4% | -3.3% | 10.6% | 4.4 | -4.9% | 3.9% | 16.1 | -2.9
NS(=O)(=O)c1ccc(N2C(=O)C3C4CC(C(Br)C4Br)C3C2=O)cc1 (centres undefined) | 15.3% | 7.6% | -15.0% | 11.9% | -7.5 | 0.7% | -2.2% | -3.2 | 10.1
CCC(C)(C(=O)NC1CCCC1)N(C(=O)CNC(=O)c1ccccc1)c1c(C)n(C)n(-c2ccccc2)c1=O (centres undefined) | 7.3% | 6.6% | ? | -0.1% | -7.7 | 1.7% | -1.2% | -2.8 | -0.5
Cc1noc(C)c1CSc1nnnn1-c1ccc(Cl)cc1 | -27.8% | 1.7% | 2.1% | -24.5% | 6.3 | -6.1% | -5.1% | -16.9 | -7.5
CCOC(=O)c1cn(Cc2ccc(C)cc2)c2cc(F)ccc2c1=O | 4.8% | 7.7% | -2.8% | ? | 25.7 | -3.4% | -6.9% | 66.1 | 0.3
O=C(COC(=O)C1CCN(c2ccc(C(F)(F)F)cn2)CC1)c1cccc(Br)c1 | 8.8% | 1.0% | -1.9% | ? | 4.3 | 2.8% | 5.4% | 2.1 | -3.4
O=C(CSc1cccc[n+]1[O-])Nc1cccc(Oc2ccccc2)c1 | 5.2% | 9.1% | 2.2% | ? | -0.9 | -7.6% | -12.7% | 9.3 | 1.9
c1ccc(-c2cn3c(n2)CCC3)cc1 | -0.9% | -12.9% | 0.7% | 4.2% | -14.6 | 11.0% | 17.0% | 11.3 | -0.8
CC1(C)C2CC[C@]3(C)C(CC=C4[C@@H]5C[C@@](C)(CO)[C@@H](O)C[C@]5(C(=O)O)CC[C@]43C)[C@@]2(C)CC[C@@H]1O (some centres undefined) | -6.6% | 16.1% | -97.5%[inhibitor] | -45.8% | -11.1 | 0.9% | 0.5% | 8.7 | -5.8
COC(=O)[C@@H](NC(=O)Nc1cccc(Br)c1)C(C)C | -11.3% | -3.8% | ? | -5.4% | -19.1 | -3.2% | 2.7% | -3.9 | -14.6
O=C(Nc1ccc(Oc2ccccc2)nc1)C1CCCCN1Cc1ccc(OCCO)cc1 (centres undefined) | 0.0% | 14.5% | 3.4% | 28.3% | -2.0 | 9.2% | -0.1% | -5.2 | 4.3

The listing continues:
SMILES | KB-3-1 tox | GLP1R ag | SW480 rerep | KB-V1 MDR tox | D3 antag | HT1080NT lethal | HT1080 IDH1KD tx | IL-1B inflam inh | DRD3 agonist
CCOC(=O)c1ccc(-c2ccc(N3C(c4cccc(OC)c4)=Cc4ccc(F)cc4C3CC(C)=O)cc2)cc1F (centres undefined) | 2.8% | -0.1% | . | -2.4% | -14.2 | -3.7% | 16.9% | 30.8 | 5.5
CC(=O)N(CCCc1ccc(C(C)(C)C)cc1)CCCN(C)C | -13.9% | -1.5% | 0.7% | -16.5% | -28.3 | -2.1% | 0.3% | -19.1 | -26.0
CCOc1ccc(S(=O)(=O)N2CCC(C(=O)N3CCc4ccccc4C3)CC2)cc1 | . | -0.7% | -4.2% | . | -6.4 | 9.8% | 8.5% | -19.0 | -24.0
COc1ccccc1NC(=O)CN1C(=O)COc2ccc(S(=O)(=O)N3CCOCC3)cc21 | 1.6% | -1.3% | -1.3% | -3.2% | -6.0 | -1.1% | 9.9% | -6.7 | -10.2
O=C(Cc1ccc(Br)cc1)Nc1ccccc1Sc1ccccc1 | -4.7% | -1.1% | 6.3% | ? | 18.6 | ? | ? | -2.5 | -0.7
Cc1ccc(NC(=O)N(C)c2ccccc2)cc1 | 7.0% | 3.1% | -7.8% | 3.2% | -0.8 | 3.1% | 5.4% | -11.2 | 1.3
Cn1c(SCC(=O)c2cc(Cl)c(Cl)s2)nnc1-c1ccco1 | -7.6% | 0.6% | ? | -8.1% | 10.9 | -1.2% | 1.0% | . | 2.0
CCN(C[C@H]1N[C@@](C)(C(=O)OC)[C@H]2C(=O)N(C)C(=O)[C@@H]12)S(=O)(=O)c1ccc(OC)cc1 | 1.3% | -3.5% | ? | 8.2% | 19.0 | 2.7% | 4.8% | 8.7 | 8.3
CC(CCc1ccco1)NC(=O)c1cc2c(-c3ccccc3F)nn(C)c2s1 (centres undefined) | ? | 4.5% | -0.9% | ? | 15.8 | -1.2% | -4.7% | -23.9 | 11.0
N/C(=N\OC(=O)c1ccc2c(c1)OCO2)c1cccc(Br)c1 | 11.1% | 4.9% | -3.3% | -2.5% | -7.9 | -8.1% | 0.8% | -3.7 | -1.5
O=C(COC(=O)c1ccco1)NCc1ccc2c(c1)OCO2 | ? | -2.8% | -1.6% | 8.5% | 4.4 | 2.8% | 1.5% | 43.6 | -0.5
Cc1ccccc1Cn1c(=O)n(CCC(=O)NCc2ccc3c(c2)OCO3)c(=O)c2ccccc21 | -25.9% | -5.9% | 10.7% | -17.0% | -1.8 | 1.9% | -1.0% | 18.9 | 0.7
O=C(NNc1cc(N2CCCC2)nc(N2CCCC2)n1)c1ccc([N+](=O)[O-])cc1 | -1.0% | 6.2% | -3.3% | ? | ? | 6.9% | 10.7% | -7.1 | -13.6
CC(=O)Nc1ccc(C(=O)N2CCCCC2c2cc(C(=O)Nc3cccc4c3CCCC4)no2)cc1 (centres undefined) | ? | 12.9% | . | ? | 15.7 | 16.4µM* | 5.8µM* | 0.7 | -1.8
CCNC(=O)CCS(=O)(=O)c1ccc2ccccc2c1 | 4.3% | 0.4% | -1.6% | ? | -1.8 | 7.8% | 12.1% | 10.5 | 13.1
CCC(C)Oc1ccc(C(=O)Nc2ccc(CN3CCOCC3)cc2)cc1 (centres undefined) | -28.4% | -3.6% | -7.4% | -14.2% | 12.7 | ? | -29.6% | ? | -3.6
Cc1noc(C)c1-c1ccc(C(=O)NCc2ccccc2)c2occc12 | ? | 18.3% | . | -24.6% | -21.1 | -7.7% | -24.9% | ? | -11.8
Cc1ccc(CCNC(=O)c2ccc3c(Cl)c4c(nc3c2)CCCC4)cc1 | 0.4% | 0.1% | . | -8.0% | . | . | . | . | -3.0
O=C(COC(=O)c1ccc[n+]([O-])c1)Nc1ccc(Cl)cc1[N+](=O)[O-] | -16.2% | 0.5% | -3.7% | 19.5% | 30.8 | -1.6% | 1.3% | 8.3 | 4.8
O=C(Cn1c(=O)nc(-c2ccccc2)c2cc(Cl)ccc21)NCCc1ccc(Cl)cc1 | ? | -1.2% | . | 10.5% | . | . | . | . | 8.4

At a glance, part of the list above.
SMILES | KB-3-1 tox | GLP1R ag | SW480 rerep | KB-V1 MDR tox | D3 antag | HT1080NT lethal | HT1080 IDH1KD tx | IL-1B inflam inh | DRD3 agonist
O=C(N/N=C/c1cc(Br)cc([N+](=O)[O-])c1O)c1ccc(NC(=O)c2ccc(F)cc2)cc1 | -3.8% | -0.8% | ? | -4.4% | ? | -1.2% | -25.4% | 69.1 | -15.5
CCn1c(CNC(=O)c2cc(OC)c(OC)c(OC)c2)cc2ccccc21 | 0.0% | -0.6% | 4.7% | -12.6% | 2.9 | -19.5% | ? | 9.1 | 0.0
